TSHR antag = antagonists of human thyroid stimulating hormone receptor; P16473; TSHR-expressing cells, TSH-stimulated cAMP HTRF, 2 h; stronger effect = lower value; activity change, negative = inhibition, % at 11.5 µM; hit rate 0.2% among 330,000; AID 504810;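 active = activity change below a set negative limit, meaning inhibition stronger than a set level, cut at about -70% in these data; inconclusive = activity change between two set negative limits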; also: % is scaled to controls: 0 for no effect and ±100 for the full control effect
Target sequence (P16473 whole entry, looked up): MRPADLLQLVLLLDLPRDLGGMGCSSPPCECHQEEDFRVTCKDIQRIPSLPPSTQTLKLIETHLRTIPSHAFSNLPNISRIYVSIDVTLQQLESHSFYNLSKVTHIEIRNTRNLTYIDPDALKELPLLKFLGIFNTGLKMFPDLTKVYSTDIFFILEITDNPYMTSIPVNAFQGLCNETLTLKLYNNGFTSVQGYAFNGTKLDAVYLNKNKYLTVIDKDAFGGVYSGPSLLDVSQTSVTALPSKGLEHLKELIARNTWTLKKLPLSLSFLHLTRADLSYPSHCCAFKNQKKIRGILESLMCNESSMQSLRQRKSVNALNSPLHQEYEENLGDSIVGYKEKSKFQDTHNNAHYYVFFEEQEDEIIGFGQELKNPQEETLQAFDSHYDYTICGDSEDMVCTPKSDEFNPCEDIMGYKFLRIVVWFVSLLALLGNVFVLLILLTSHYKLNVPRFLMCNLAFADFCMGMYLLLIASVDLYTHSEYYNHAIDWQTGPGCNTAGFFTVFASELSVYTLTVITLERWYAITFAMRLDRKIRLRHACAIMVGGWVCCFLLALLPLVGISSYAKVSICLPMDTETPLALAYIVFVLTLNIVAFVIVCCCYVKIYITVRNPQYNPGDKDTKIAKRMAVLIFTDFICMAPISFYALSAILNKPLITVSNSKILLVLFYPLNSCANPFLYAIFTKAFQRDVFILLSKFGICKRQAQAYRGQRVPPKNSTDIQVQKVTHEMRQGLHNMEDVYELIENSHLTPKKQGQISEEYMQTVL
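Cell-based HTRF cAMP assay; TSHR cells + compound, TSH EC80 (4nM final), 2 h, 37 deg C. Lysis with anti-cAMP cryptate and cAMP-d2, 30 min RT, read 665/620 nm.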
GALK inhibitor = inhibitors of human galactokinase; P51570; AID 1868; hit rate 0.007% among 270,000; Potency, µM (titrated, usually from 57.5 µM), without a hit: at the highest dose activity change, negative = inhibition, hits mostly inhibitors; Purified GALK, Kinase-Glo residual ATP luminescence; also: potency is read from the fitted curve at half-maximal effect; % is scaled to controls: 0 for no effect and ±100 for the full control effect
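Human GALK (5 nM) with 35 uM ATP and 100 uM galactose in 20 mM HEPES pH 8.0, 5 mM MgCl2, 60 mM NaCl, 1 mM DTT, 0.01% BSA. After 1 h at room temperature, leftover ATP was read by Kinase-Glo Plus luminescence.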
Giardia kill = kills Giardia lamblia. Giardia lamblia trophozoite viability. activity change, % at 7.66 µM, hits read low. hit rate 0.15% among 340,000. AID 540267; in the data active = activity change below about -80%; inconclusive = between about -30% and that limit;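 also: parasites exposed to compound for two days anaerobically before the ATP read; % is scaled to controls: 0 for no effect and ±100 for the full control effect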
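Viability, read as ATP luminescence: trophozoites at 100 cells/well, compound added, 48 hrs anaerobic at 37 deg C, then 15-30 min room-temperature development before reading.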
BCR signal inh = blocks chronic active B-cell receptor signaling; ABC-DLBCL IkBa-CBG/CBR reporter, luminescence ratio, 4 h; Potency, µM (doses to about 46.1 µM), without a hit: at the top dose ratio change, negative = lower green/red ratio, actives largely listed as inhibitors; hit rate 0.05% among 340,000; active = well fitted inhibition curve with a large enough effect in the signal ratio, with a control signal flat, not every such curve was filed as active; inconclusive = small, poorly fitted or top-dose-only effect, or effect the other way, or a change in a side signal; the % refers to the signal ratio;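 also: potency is read from the fitted curve at half-maximal effect; plate controls were basal doxycycline-induced cells for no effect and cells given 10 µM MG132 for full effect; MG132 reads +100%, hits lower the ratio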
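TMD8 human ABC-DLBCL cells with doxycycline-inducible IκBα–green luciferase fusion and unfused red luciferase, in 0.5% FBS medium; compounds up to 46 uM, 4 h at 37C. Green/red luminescence ratio, filter-overlap corrected, fitted to concentration-response curves.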
Tb PFK inh = T. brucei PFK enzyme inhibition | Potency, µM (titrated, usually from 57.5 µM), for the others: at the highest dose activity, negative = inhibition, hits mostly inhibitors | hit rate 0.17% among 330,000 | O15648 | AID 485367 | T. brucei PFK, ADP-Glo luminescence;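 also: potency is read from the fitted curve at half-maximal effect; 0% = uninhibited 1x PFK enzyme wells and -100% = no-enzyme wells; nearly all actives have a fitted effect of over 60% in size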
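Compounds were pin-transferred as a titration series up to 57 uM into substrate buffer (0.5 mM F6P, 0.1 mM ATP, pH 8.0), then 1.25 nM PFK was added and reactions ran 45 min before ADP-Glo detection.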
MLL CXXC-DNA inh = inhibitors of human MLL CXXC domain-DNA interaction. hit rate 0.037% among 290,000. Q03164. Potency, µM (titrated, usually from 115 µM), without a hit: at the highest dose activity change, negative = inhibition, usual class: inhibitors. MLL-CXXC / FITC-HOXA9 DNA fluorescence polarization; active = well fitted inhibition curve with a large enough effect in the polarisation, with a control signal flat, not every such curve was filed as active; inconclusive = small, poorly fitted or top-dose-only effect, or effect the other way, or a change in a side signal; inactive = no such curve, though single readings can be large or run the other way; the % refers to the polarisation; also: potency is read from the fitted curve at half-maximal effect
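Steps: dispense CXXC domain solution (7 uM) → pin compounds or unlabeled HOX-A9 DNA control → 5 min ambient → add FLSN-HOX-A9 solution (50 nM) → spin → 30 min ambient → fluorescence polarization. Tris pH 7.5/NaCl/DTT/BSA buffer.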
TCR act = T cell receptor activation | primary human leukocytes, anti-CD3, IL-2 HTRF, 48 h | Potency, µM (titrated, usually from 9.22 µM), without a hit: at the highest dose activation of IL-2 secretion, actives largely listed as activators | 330,000 tested, under 10 active; also: % of control where 0% means no effect
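Primary human leukocytes receive a-CD3 beads and test compound and are incubated 48 hr. Secreted IL-2 is then assayed by HTRF, measuring 665nm acceptor emission after 320nm excitation of the europium donor.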
A-T KAP1 phos = potential ataxia-telangiectasia treatment. […] A-T fibroblasts, KAP-1 phosphorylation AlphaLISA; neocarzinostatin DNA damage 30 min before lysis. Potency, µM (highest dose often 57.5 µM), for inactives: at the highest dose activation, most hits filed as activators. hit rate 0.19% among 320,000; also: potency is read from the fitted curve at half-maximal effect; % of control where 0% means no effect; nearly all actives have a fitted effect of over 45% in size
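ATM-like activity read as KAP-1 phosphorylation via AlphaLISA donor/acceptor antibody pairs after lysis and 6 hr at 25C. Cells were ATM-null patient fibroblasts ([…], hTERT), dosed 60 min, then exposed to the DSB inducer NCS for 30 min.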
KCNH2 WT inh = inhibitors of human wildtype KCNH2 potassium channel | Q12809 | U2OS, BacMam KCNH2, thallium flux FluxOr; stronger effect = lower value | activity change, % at 1.84 µM | hit rate 0.37% among 340,000 | AID 720551;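 active = maximum activity change below -70%; inconclusive = maximum activity change between -70% and -50%; inactive = maximum activity change above -50%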; also: % is scaled to controls: 0 for no effect and ±100 for the full control effect
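U2OS cells were transduced with wild-type KCNH2 virus (2.03 x 10^8 / mL) for 4 h at room temperature, then cultured overnight at 37 C. Thallium flux was read with FluxOr dye. Rate constants were normalized to DMSO controls.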
Coupling enz = inhibits coupling enzyme system, counter-screen for aldolase hits; coupling enzyme system counterscreen, AmpLite Red fluorescence; activity change, negative = inhibition, % at 58.2 µM, hits read low; hit rate 0.67% among 290,000; in the data active = activity change below about -30%; also: % is scaled to controls: 0 for no effect and ±100 for the full control effect
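Counterscreen of the coupled detection system alone, without aldolase: glyceraldehyde-3-phosphate coupling enzymes plus AmpLite Red readout. Compounds at 57.5 uM final, 10 min RT preincubation, 20 min RT reaction, fluorescence 525/598 nm.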
Active calls of the source: *; ? = inconclusive; nt = no result given; [ ] = remark or other dose. Unless noted, calls follow the shape of the dose curve; as a rule, active = well fitted curve in the direction sought with a large enough effect; inconclusive = small, poorly fitted or top-dose-only effect, or another doubt; inactive = no such curve, though single readings can be large; an effect the other way counts as inactive or inconclusive. The order is random. About 1.6% of those tested had a hit in this group.

SMILES	TSHR antag	GALK inhibitor	Giardia kill	BCR signal inh	Tb PFK inh	MLL CXXC-DNA inh	TCR act	A-T KAP1 phos	KCNH2 WT inh	Coupling enz
COc1ccc(NC(=O)CC2CC3CCC2C3)cc1S(=O)(=O)N1CCOCC1 (stereo not given)	8.6	nt	12.3	?	3.2%	nt	-1.3%	8.1%	25.9	nt
Cc1ccc(C(=O)N/C(=C/c2ccco2)C(=O)NCc2ccco2)cc1	4.7	7.6%	17.8	3.5%	-20.8%	2.2%	2.3%	-8.9%	4.4	-0.7
COc1ccc(N2CCN(C(=O)Nc3ccc(S(=O)(=O)N(C)C)cc3)CC2)cc1	2.2	-1.2%	-0.6	13.0%	-15.0%	-1.6%	-6.6%	-5.7%	10.1	0.4
CN(CC(=O)NCCCc1ccccc1)S(=O)(=O)c1ccc(Br)cc1	-8.2	0.0%	2.2	0.0%	-3.0%	-7.5%	-5.8%	4.8%	-7.2	-0.5
CCCCN(C)C(=O)c1nc2ccccn2c1CNCCCn1nnc2ccccc21	-7.7	9.6%	-3.0	-13.6%	-3.4%	6.9%	-3.0%	-5.8%	-4.7	3.1
O=C(NCc1ccccn1)Nc1cccc(NC(=O)NCc2ccccn2)c1	-7.9	0.0%	0.5	-11.9%	-5.8%	2.3%	0.7%	0.4%	-15.5	-2.4
O=C1CC2CS(=O)(=O)CC2N1c1ccc(Cl)cc1Cl (stereo not given)	-11.0	-0.9%	18.1	2.3%	-1.9%	-1.8%	-2.2%[46.1 µM]	nt	-4.9	0.6
O=C(O)c1ccccc1OCc1ccccc1Br	-0.5	6.7%	14.4	6.7%	11.1%	-6.3%	0.4%	-2.0%	1.2	2.1
CC1CN(S(=O)(=O)c2ccc(C(=O)NCCCn3ccnc3)cc2)CC(C)O1 (stereo not given)	27.2	-0.6%	1.4	6.5%	0.7%	-3.2%	-6.3%	-0.7%	-2.0	0.9
O=C(CN1CCN(Cc2ccc(F)cc2Cl)C1=O)NCCc1ccc(Cl)cc1	-12.1	-0.4%	-21.0	-5.2%	0.1%	-1.1%	nt	3.9%	-2.5	3.4
COc1ccccc1N=C(C)C1=C(O)CC(c2ccccc2)CC1=O (stereo not given)	-7.2	-0.1%	16.5	?	1.9%	2.1%	3.9%	-1.9%	3.5	5.5
CCCC(=O)N1c2ccccc2[C@@H](N(C(C)=O)c2ccccc2)C[C@H]1C	5.8	7.7%	6.8	?	1.7%	-5.0%	0.3%	5.7%	-4.2	1.8
Cn1nc(C(=O)NCCCN2CCCCC2)c2c1-c1ccccc1SC2	32.5	-2.9%	15.4	3.0%	0.9%	-2.8%	2.9%	2.0%	12.6	-0.3
CC1(C)Nc2ccccc2C(=O)N1c1ccccc1	-10.6	0.5%	-17.0	0.3%	0.6%	-4.0%	3.9%	-2.9%	3.6	0.7
Cc1c([C@H]2[C@@H](CC#N)C2(C)C)c2ccccc2n1C	-4.8	-8.2%	-0.5	?	-2.3%	1.3%	-1.5%	10.5%	7.9	2.5
COC(=O)[C@H](C)N1C/C=C\COc2c(Cl)cc(Cl)cc2S1(=O)=O	-13.8	nt	-16.8	2.7%	-1.9%	nt	0.3%[46.1 µM]	10.0%	-3.6	nt
COc1ccc(NC(=O)c2cc(Br)c(Br)s2)cn1	-3.8	-1.3%	-1.5	?	-7.9%	-5.9%	16.8%	20.1%	0.8	-13.1
O=C(CSc1ccc(Cl)cc1)NCc1ccco1	13.3	6.0%	-12.1	-7.7%	?	-2.7%	-76.5%	4.6%	-18.3	-3.7
COC(=O)Cn1c(=NC(=O)C2COc3ccccc3O2)sc2cc(S(N)(=O)=O)ccc21 (stereo not given)	-5.4	-1.0%	0.4	-0.1%	-0.1%	-0.7%	-2.4%[46.1 µM]	5.1%	-7.7	1.8
CCOC(=O)C1=C(COC(=O)c2ccc(C)s2)NC(=O)NC1C (stereo not given)	2.7	nt	26.3	-8.1%	-3.5%	nt	-1.3%	6.3%	2.9	nt
O=C1c2ccncc2C(=O)N1c1cccc(Cl)c1	0.2	11.0%	-25.3	0.5%	-8.1%	-11.4%	-0.3%	-3.4%	6.3	-0.6
C[C@H]1COC(=O)[C@H](CC(=O)OC(C)(C)C)C/C=C\C[C@@H](CC(=O)N[C@@H](CO)Cc2ccccc2)C(=O)N1	-4.2	nt	-12.7	?	-0.2%	nt	-0.1%	4.8%	-5.0	nt
COc1ccccc1NC(=O)CCS(=O)(=O)c1cc2c(cc1Cl)NC(=O)CO2	-5.0	-2.6%	10.9	-5.3%	1.3%	-2.7%	-1.5%	-2.2%	-0.5	-1.8
Cc1ccc(SCC(=O)Nc2cccc(S(=O)(=O)N3CCOCC3)c2)cc1C	8.9	nt	14.1	-6.6%	0.0%	nt	-1.1%	9.7%	0.4	nt
Cc1occc1C(=O)NN=C1C2CC3CC(C2)CC1C3	-11.2	-1.8%	-6.4	?	-0.5%	2.0%	-1.1%[46.1 µM]	-1.0%	-9.1	-1.0
O=C(CCNC(=O)c1ccc(Br)cc1)NC1CCCc2ccccc21 (stereo not given)	13.3	nt	-0.1	8.0%	0.0%	nt	0.7%	-1.6%	-3.4	nt
O=C(Nc1nc(-c2ccc([N+](=O)[O-])cc2)cs1)c1c(F)cccc1F	-3.7	12.0%	3.3	17.0%	0.2%	1.1%	3.7%	3.1%	nt	2.1
Cc1c(CCO)c(=O)[nH]n1S(=O)(=O)c1ccc(Cl)cc1Cl	-0.4	-2.4%	-3.9	?	-1.2%	24.8%	-0.1%	-0.2%	-6.1	0.1
Cc1noc(C)c1S(=O)(=O)N(CC(=O)N1CCCC1)c1ccc(C(C)C)cc1	-1.9	1.2%	6.9	15.4%	2.9%	-8.3%	-16.1%	0.6%	5.3	4.9
COc1ccc(OC)c(-c2csc(NC(=O)COC(=O)C3CCC3)n2)c1	-4.3	nt	9.5	-0.1%	-1.8%	nt	-1.7%	5.7%	-2.7	nt
COC(=O)c1ccc(CSCC(=O)Nc2cc(OC)cc(OC)c2)o1	5.8	6.3%	-1.9	-1.6%	1.8%	0.1%	-1.8%	3.1%	-2.7	1.2
Cc1ccccc1OCC(=O)N(Cc1nnc(-c2ccc(Cl)cc2)o1)C(C)C	-8.6	nt	-17.4	?	1.3%	nt	nt	-1.2%	12.8	nt
O=C(COc1cccc2ccccc12)Nc1cc(S(=O)(=O)N2CCOCC2)ccc1N1CCOCC1	-6.0	-0.1%	nt	-0.6%	-0.7%	0.8%	nt	-0.5%	nt	-5.9
COCCNC(=O)c1c[nH]c2ccc(S(=O)(=O)Nc3ccccc3F)cc2c1=O	-2.6	-1.6%	-21.0	3.5%	-9.6%	-2.9%	-0.7%	-2.7%	-5.4	-2.4
Cc1cccc(/C=C/C(=O)c2ccc(NC3=NCCCS3)cc2)c1	-3.6	-1.3%	-5.8	?	1.3%	1.3%	1.3%[46.1 µM]	?	-8.0	2.5
Cc1cccc(OCC(=O)N2CCC(N3CCCCCC3)CC2)c1	-7.1	-1.4%	-1.1	-1.2%	0.7%	6.4%	4.2%	8.2%	-1.5	0.4
CCN(CC)C1CCN(C(=O)CCn2nnnc2CN2CCOCC2)C1 (stereo not given)	-0.3	5.1%	18.5	6.5%	0.2%	?	0.8%	2.3%	0.5	4.3
Cc1ccc(S(=O)(=O)N2CCC[C@H]2C(=O)Nc2ccc(F)cc2C)cc1	17.4	nt	23.5	-2.5%	-4.6%	nt	-4.1%	5.4%	-5.9	nt
O=C(NCC1CCCO1)C1CCN(C2CCN(C(=O)Cc3ccsc3)CC2)CC1 (stereo not given)	5.4	7.3%	1.5	-3.8%	-7.6%	2.7%	6.0%	-3.1%	28.7	2.6
COc1cccc(OC)c1C(=O)Nc1ccccc1C(=O)N1CCCC1	2.0	6.5%	7.6	-0.6%	-1.2%	22.9%	2.3%	-2.8%	0.5	nt

Arranged by value in Tb PFK inh (ascending): some entries from above.
smiles | TSHR antag | GALK inhibitor | BCR signal inh | Tb PFK inh | MLL CXXC-DNA inh | TCR act
CCOC(=O)C1=C(COC(=O)c2ccc(C)s2)NC(=O)NC1C (stereo not given) | 2.7 | nt | -8.1% | -3.5% | nt | -1.3%
Cc1c([C@H]2[C@@H](CC#N)C2(C)C)c2ccccc2n1C | -4.8 | -8.2% | ? | -2.3% | 1.3% | -1.5%
COc1ccccc1N=C(C)C1=C(O)CC(c2ccccc2)CC1=O (stereo not given) | -7.2 | -0.1% | ? | 1.9% | 2.1% | 3.9%

Screening data: PubChem, National Center for Advancing Translational Sciences (NCATS)
